Screens: PubChem BioAssay, National Center for Advancing Translational Sciences (NCATS)
MCF10A rerep: induces DNA re-replication in MCF 10a normal breast cells. MCF 10A DNA re-replication, Hoechst nuclear intensity, 48 h. Potency, µM (series often up to 46.1 µM), without a hit: top-dose activity, positive = re-replication, most hits filed as activators. actives 2.9% (n = 350,000); also: potency is read from the fitted curve at half-maximal effect; % of control where 0% means no effect; nearly all actives have a fitted effect of over 50% in size
HepG2 viability: counter-screen for TGF-b inhibitors: cytotoxicity in HepG2 cells. HepG2 CAGA-GFP viability, ATP luminescence, 18 h. Potency, µM (highest dose often 46.1 µM), for inactives: at the top dose activity change, negative = cytotoxicity, usual class: cytotoxic. actives 0.76% (n = 410,000). AID 588856; also: potency is read from the fitted curve at half-maximal effect; some results filed as inactive show a strong effect at the top dose
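HepG2 CAGA-GFP cells (1000/well, DMEM with 1% FBS) received compound, then TGF-beta at 500 pg/mL final, and were incubated 18 hours at 37 degrees C. Viability was read by CellTiter-Glo luminescence. Media-only wells were set as complete cell-killing and DMSO as no toxicity.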
TGFb inhibitor: inhibitors of TGF-b signaling; HepG2 CAGA-GFP TGF-b/SMAD3 reporter, GFP fluorescence, 18 h; TGF-beta stimulated, 500 pg/mL final; AID 588855; Potency, µM (series often up to 46.1 µM), for the others: at the highest dose activity, negative = inhibition, hits mostly inhibitors; actives 1.2% (n = 410,000); also: potency is read from the fitted curve at half-maximal effect; % is scaled to controls: 0 for no effect and ±100 for the full control effect; nearly all actives have a fitted effect of over 65% in size
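HEPG2 CAGA-GFP reporter cells (1000/well, DMEM with 1% FBS) received compounds, then recombinant TGF-beta at 500 pg/mL final for 18 hours at 37 degrees C. Per-cell GFP summed per well was normalised to unstimulated and stimulated DMSO controls before curve fitting.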
ATXN2 expr inh: inhibitors of ATXN2 expression | AID 1745845 | HEK-293 ATXN2-luciferase reporter, luminescence, 24 h | Potency, µM (titrated, usually from 57 µM), for inactives: at the top dose activity change, negative = inhibition, hits mostly inhibitors | actives 0.72% (n = 360,000); also: potency is read from the fitted curve at half-maximal effect; % is scaled to controls: 0 for no effect and ±100 for the full control effect; nearly all actives have a fitted effect of over 55% in size
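qHTS (up to 57 uM final) was run with 24 h compound exposure of reporter cells at 37 °C. Each well was multiplexed: SteadyGlo luminescence measured ATXN2-luciferase expression after a fluorogenic Gly-Phe-AFC viability readout (25 uM final).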
A549 tox: A549 cytotoxicity, counter-screen for Nrf2 inhibitors; A549 ARE-Fluc cells, CellTiter-Fluor viability, 18-24 h; Potency, µM (series often up to 46 µM), for the others: at the top dose activity change, negative = cytotoxicity, most hits filed as inhibitors; actives 0.16% (n = 390,000); also: potency is read from the fitted curve at half-maximal effect; % is scaled to controls: 0 for no effect and ±100 for the full control effect
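A549 ARE_Fluc cells in 5% FBS OPTI-MEM were exposed to compounds in concentration-response for 18-24 h at 37 deg C. Viability was read by CellTiter-Fluor fluorescence (Ex 405/Em 525) after 30 min, before the luciferase read.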
Nrf2 ARE act: Nrf2 pathway activation; AREc32 ARE-luciferase reporter (MCF7-derived line), luminescence, 24 h; Potency, µM (doses to about 46.1 µM), inactives show top-dose activation, hits mostly activators; actives 0.31% (n = 410,000); AID 624171; also: potency is read from the fitted curve at half-maximal effect; % of control where 0% means no effect; nearly all actives have a fitted effect of over 65% in size
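Cells of the AREc32 ARE-luciferase line are plated in OPTI-MEM containing 5% FBS and left overnight at 37 deg C. Compounds are pinned in, incubation continues 24 hr, and firefly luciferase signal is then measured.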
ATXN viability: reduces viability in counter-screen for ATXN expression inhibitors; Potency, µM (doses to about 56.7 µM), usual class: cytotoxic; actives 0.49% (n = 400,000); S2 cells (HEK-293 line with an ATXN2-luciferase reporter) viability, CellTiter-Fluor protease fluorescence, 24 h; also: potency is read from the fitted curve at half-maximal effect; nearly all actives have a fitted effect of over 40% in size
IL-1B inflam inh: blocks inflammasome-driven IL-1 beta release. THP-1 LPS/ATP IL-1B secretion, AlphaLISA, 16 h; stronger effect = lower value. activity change, % at 57.5 µM. actives 4.7% (n = 360,000). AID 743279; in the data active = activity change below about -50%; inconclusive = mostly about -30% to -49%; also: % is scaled to controls: 0 for no effect and ±100 for the full control effect
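THP-1 cells pretreated 1 hr with compounds (up to 57.5 uM final), then stimulated with LPS (250 ng/mL final) plus ATP (1.25 mM final); secreted IL-1B measured by AlphaLISA after 16 hr, decreased signal indicating inhibition.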
Nrf2 inh: Nrf2 pathway inhibition; AID 504444; A549 ARE-Fluc reporter, luciferase luminescence, 18-24 h; actives 2.1% (n = 360,000); Potency, µM (series often up to 46 µM), for the others: at the highest dose activity change, negative = inhibition, hits mostly inhibitors; also: potency is read from the fitted curve at half-maximal effect; % is scaled to controls: 0 for no effect and ±100 for the full control effect; nearly all actives have a fitted effect of over 60% in size
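In this cell-based qHTS, ARE-driven firefly luciferase in A549 cells reports Nrf2 activity; the luminescent signal after BugLite lysis is the measured value, with a prior CellTiter-Fluor read for cell health.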
Active calls of the source: *; i = inactive; ? = inconclusive; nt = no result given; [ ] = remark or other dose. Unless noted, calls follow the shape of the dose curve; as a rule, active = well fitted curve in the direction sought with a large enough effect; inconclusive = small, poorly fitted or top-dose-only effect, or another doubt; inactive = no such curve, though single readings can be large; an effect the other way counts as inactive or inconclusive.

[1] C=CCn1c(SC2CCOC2=O)nc2sc(C)c(C)c2c1=O (stereo unspecified)
[2] CSc1cccc(NC(=O)Cn2c(=O)n(Cc3ccccc3)c(=O)c3sc4ccccc4c32)c1
[3] CC1=C(C(=O)N(C(C)C)C(C)C)CC(CC(=O)NCC2CCCCC2)C(=O)N1Cc1ccc(F)cc1 (stereo unspecified)
[4] COC(=O)c1ccc2c(c1)N(Cc1ccc(F)cc1)C(=O)c1ccccc1S2
[5] COc1ccc(C2(C)NC(=O)N(CC(=O)NCC(=O)Nc3ccc(F)c(F)c3F)C2=O)cc1OC (stereo unspecified)
[6] COc1ccc(CN2C(=O)C(CC(=O)NCCCN(C)C)CC(C(=O)N3CCOCC3)=C2C)cc1 (stereo unspecified)
[7] COc1ccc2ccccc2c1C1CC(=O)N2CN(C)CSC2=C1C#N (stereo unspecified)
[8] Cc1cccc2c1CC(C)(C)N=C2C1=C(O)CCCC1=O
screen / no.	1	2	3	4	5	6	7	8
HepG2 viability	-4%	5%	0%	-3%	-5%	-5%	-25%	-19%
Nrf2 ARE act	-1.0%	-1.1%	-0.2%	-1.0%	-1.4%	-0.4%	4.8%	2.6%
MCF10A rerep	3%	nt	nt	nt	-3%	nt	16%	0%
ATXN2 expr inh	2%	6%	-14%	-1%	4%	4%	2%	-3%
IL-1B inflam inh	4	nt	?	nt	18	5	22	24
TGFb inhibitor	-6%	0%	?	0%	8%	-8%	0%	-24%
ATXN viability	?	i	?	?	i	i	i	i
A549 tox	3%	-7%	nt	6%	0%	nt	3%	14%
Nrf2 inh	-14%	4%	nt	nt	1%	nt	8%	-13%

[9] O=C(c1cc([N+](=O)[O-])ccc1N1CCOCC1)N1CCN(S(=O)(=O)c2cc(Cl)ccc2Cl)CC1
[10] O=C(COC(=O)CN1C(=O)c2ccccc2C1=O)Nc1ccc(S(=O)(=O)N2CCCC2)cc1
[11] COc1ccc(NC(=O)Cc2ccsc2)c(OC)c1
[12] CS(=O)(=O)c1ccc(C(=O)N2CCc3ccccc3C2)cc1
[13] COc1ccc(CCN2CC(C(=O)NC3CCOCC3)CCC2=O)cc1 (stereo unspecified)
[14] CCc1cc(C(=O)OC)c(NC(=O)CC2SC(N)=NC2=O)s1 (stereo unspecified)
[15] O=C(NCCc1c[nH]c2ccccc12)C(=O)Nc1cc2c3c(c1)CC(=O)N3CCC2
[16] COc1ccc(-c2ccc(C(=O)Nc3ccc(Cl)cc3)c3occc23)c(C)c1
screen / no.	9	10	11	12	13	14	15	16
HepG2 viability	-1%	-8%	-1%	-11%	5%	-7%	0%	-24%
Nrf2 ARE act	0.1%	0.2%	-0.7%	-0.2%	-0.1%	0.2%	3.2%	4.6%
MCF10A rerep	1%	12%	5%	4%	-3%	-11%	?	nt
ATXN2 expr inh	5%	1%	18%	-11%	2%	-2%	-9%	17%
IL-1B inflam inh	-1	17	0	8	22	12	30	-8
TGFb inhibitor	5%	-1%	9%	2%	2%	-16%	0%	-4%
ATXN viability	i	i	i	i	i	i	i	i
A549 tox	-11%	-2%	-8%	1%	-2%	3%	-1%	nt
Nrf2 inh	-9%	3%	-3%	-7%	11%	-5%	?	nt

[17] CCCCNC(=O)N1CCN(S(C)(=O)=O)CC1
[18] COc1ccc(NC(=O)/C(N=Nc2cccc(S(=O)(=O)Nc3ccc(SC(F)F)cc3)c2)=C(\C)O)cc1
[19] COc1ccc(-c2cc(C(=O)O)c3ccccc3n2)c(OC)c1
[20] COc1ccc(NS(=O)(=O)c2cc([N+](=O)[O-])ccc2N/N=C\c2c(C)[nH]c3ccccc23)cc1
[21] CC1(C(=O)NS(=O)(=O)Cc2ccccc2)CCN1C(=O)c1ccc(C2CCCCC2)cc1 (stereo unspecified)
[22] Cc1cc(NC(=O)Nc2ccccc2F)ccc1Br
[23] O=C(O)C1CCC(N2C(=O)C3CCCCC3C2=O)CC1 (stereo unspecified)
[24] CC(=O)OCC1=C(C(=O)O)N2C(=O)C(NC(=O)CCn3nc(C(F)(F)F)c(Br)c3C3CC3)C2SC1 (stereo unspecified)
screen / no.	17	18	19	20	21	22	23	24
HepG2 viability	-17%	-14%	3%	-2%	-2%	-22%	-17%	10%
Nrf2 ARE act	0.3%	-0.4%	0.3%	-0.3%	0.5%	4.3%	-0.2%	2.3%
MCF10A rerep	3%	3%	25%	9.2µM*	nt	18µM*	1%	?
ATXN2 expr inh	7%	0%	-3%	-14%	1%	35%[activator]	nt	-21%
IL-1B inflam inh	19	2	20	-1	50	-50*	-19	10
TGFb inhibitor	0%	?	8%	-4%	-2%	-27%	0%	-2%
ATXN viability	i	i	i	?	i	i	nt	i
A549 tox	2%	-17%	-20%	-16%	nt	2%	-9%	-7%
Nrf2 inh	6%	-5%	nt	-12%	nt	?	7%	-3%

[25] O=C(Nc1ccc2[nH]c(=O)[nH]c2c1)c1cc(F)c(F)cc1Cl
[26] Cc1nnc(NC(=O)CSc2nc(C(C)C)nc3ccccc23)s1
[27] COc1ccc(-c2cc(NC=O)c3ncc(-c4ccc(OC)c(OC)c4)n3c2)c(OC)c1
[28] COc1ccc(NC(=O)CSc2nc(C)cc(C)c2C(=O)Nc2ccccc2OC)cc1
[29] Cc1n[nH]c(=O)nc1NCc1ccco1
[30] COc1ccc(-c2cc(=O)n(-c3nc4ccccc4[nH]3)[nH]2)cc1
[31] O=C(c1cnc2n(c1=O)CCS2)N1CCN(c2ccc([N+](=O)[O-])cc2)CC1
[32] CCC1(c2ccc(F)cc2)NC(=O)N(CC(=O)Nc2cccnc2Cl)C1=O (stereo unspecified)
screen / no.	25	26	27	28	29	30	31	32
HepG2 viability	-3%	0%	-19%	-4%	18%	-45%	2%	11%
Nrf2 ARE act	-0.2%	0.0%	6.6%	0.0%	-0.1%	6.1%	4.8%	0.0%
MCF10A rerep	-3%	2%	nt	nt	-7%	18µM*	-6%	-2%
ATXN2 expr inh	-7%	-12%	-35%	-11%	6%	-22%	5%	0%
IL-1B inflam inh	-12	8	15	nt	-3	55	20	34
TGFb inhibitor	-13%	-12%	?	0%	8%	-5%	4%	4%
ATXN viability	i	i	?	?	i	?	?	i
A549 tox	0%	-12%	nt	-6%	3%	?	-20%	3%
Nrf2 inh	9%	-16%	nt	-22%	6%	?	32%	7%

[33] COC(=O)c1ccccc1NC(=O)CN1CCC(n2nnc3cc(F)ccc32)CC1
[34] COc1cc(C(=O)N2CCc3c([nH]c4ccccc34)C2c2ccc(C)cc2)cc(OC)c1OC (stereo unspecified)
[35] CC(NC(=O)c1ccc2c(c1)OCO2)C(c1cccs1)N1CCOCC1 (stereo unspecified)
[36] CCCOc1ccc(CNC(=O)c2ccc3c(c2)N(CC)CCS3)cc1
[37] O=c1[nH]c(=S)[nH]c2c1CN(Cc1ccc(F)cc1)CC2
[38] Cc1c(OCC(=O)N2CCC(C(=O)O)CC2)ccc2c1oc(=O)c1ccccc12
[39] Cc1cc(C)n2nc(SCC(=O)NC(=O)c3ccc(OC(F)F)cc3)nc2n1
[40] CC(=O)Nc1cccc(-c2csc(N)n2)c1
screen / no.	33	34	35	36	37	38	39	40
HepG2 viability	-2%	-26%	2%	-18%	-4%	-10%	4%	-3%
Nrf2 ARE act	-0.3%	2.9%	-0.4%	-0.2%	-1.2%	-0.6%	-1.0%	3.2%
MCF10A rerep	2%	nt	-6%	13%	2%	14%	2%	-2%
ATXN2 expr inh	7%	nt	9%	-14%	nt	-2%	nt	nt
IL-1B inflam inh	-5	nt	16	-22	-19	-16	6	-4
TGFb inhibitor	2%	?	0%	-21%	0%	9%	13%	1%
ATXN viability	i	nt	i	?	i	i	i	i
A549 tox	3%	?	0%	1%	2%	9%	-2%	?
Nrf2 inh	24%	nt	6%	-14%	6%	-5%	4%	14%

[41] O=C1CC(c2ccccc2)CC(O)=C1C=NCc1ccco1 (stereo unspecified)
[42] O=c1c2[nH]c3ccc(F)cc3c2ncn1CCN1CCOCC1
[43] COc1cc(C2c3c(-c4ccccc4O)n[nH]c3C(=O)N2CCO)ccc1OCc1ccccc1 (stereo unspecified)
[44] O=C1CCCC/C1=C/Nc1ccc(C(=O)O)cc1
[45] CCOc1cc(/C=C/C(=O)OCC(=O)NCC2CCCO2)cc(Cl)c1OC (stereo unspecified)
[46] Cc1cc(C)c(NC(=O)CN2C(=O)c3cccnc3Oc3ccc(C)cc32)c(C)c1
[47] COc1ccc(OC)c(/C=C2\Oc3cc(OCC(=O)N4CCC(C(=O)O)CC4)ccc3C2=O)c1
[48] Cn1c(=O)c2c(ncn2CCC(=O)N/N=C/c2cccnc2)n(C)c1=O
screen / no.	41	42	43	44	45	46	47	48
HepG2 viability	-2%	-29%	-18%	-10%	-20%	1%	-4%	4%
Nrf2 ARE act	-0.3%	0.2%	0.3%	-0.5%	2.8%	4.2%	-0.3%	0.0%
MCF10A rerep	-4%	8%	nt	0%	-17%	nt	4%	2%
ATXN2 expr inh	-4%	3%	nt	11%	2%	nt	1%	-4%
IL-1B inflam inh	10	-12	nt	-5	-22	nt	-20	23
TGFb inhibitor	-6%	16%	-25%	4%	-3%	-5%	0%	4%
ATXN viability	i	i	nt	i	i	nt	nt	?
A549 tox	-2%	4%	-6%	8%	0%	4%	-7%	4%
Nrf2 inh	-10%	16%	0%	?	6%	nt	2%	12%

3 compounds from above, limited to Nrf2 inh and Nrf2 ARE act.
item	molecule	Nrf2 inh	Nrf2 ARE act
43	COc1cc(C2c3c(-c4ccccc4O)n[nH]c3C(=O)N2CCO)ccc1OCc1ccccc1 (stereo unspecified)	0%	0.3%
44	O=C1CCCC/C1=C/Nc1ccc(C(=O)O)cc1	?	-0.5%
45	CCOc1cc(/C=C/C(=O)OCC(=O)NCC2CCCO2)cc(Cl)c1OC (stereo unspecified)	6%	2.8%
